# GLP1R inv ag: inverse agonists of human GLP-1 receptor. P43220. Potency, µM (doses to about 38.3 µM), for the others: top-dose activity change, negative = inhibition, usual class: inhibitors. HEK293 GLP-1R CRE-luciferase, luminescence, 24 h; GLP-1R form is constitutively active. 410,000 compounds, 1.6% hits; also: potency is read from the fitted curve at half-maximal effect; % is scaled to controls: 0 for no effect and ±100 for the full control effect; nearly all actives have a fitted effect of over 55% in size
# Target sequence (P43220 whole entry, looked up): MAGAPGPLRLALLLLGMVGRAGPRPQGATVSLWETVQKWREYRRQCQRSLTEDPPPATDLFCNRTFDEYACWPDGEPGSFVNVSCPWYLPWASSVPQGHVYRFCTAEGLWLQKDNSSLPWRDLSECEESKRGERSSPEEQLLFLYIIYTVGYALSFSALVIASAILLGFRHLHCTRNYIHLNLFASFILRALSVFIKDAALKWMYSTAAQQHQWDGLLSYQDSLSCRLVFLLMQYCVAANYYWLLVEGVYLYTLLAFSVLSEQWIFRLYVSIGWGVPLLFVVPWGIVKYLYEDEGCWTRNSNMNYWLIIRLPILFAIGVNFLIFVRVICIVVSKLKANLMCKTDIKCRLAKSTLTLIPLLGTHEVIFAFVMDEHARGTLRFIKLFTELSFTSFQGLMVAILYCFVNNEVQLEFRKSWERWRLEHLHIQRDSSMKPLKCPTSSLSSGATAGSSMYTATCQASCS
#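 HEK293 cells stably co-expressing a cAMP-responsive luciferase reporter and constitutively active GLP-1R were seeded, incubated 12 h, then exposed to compounds for 24 h at 37 C. Luminescence was read 12 min after detection reagent; inverse agonists lower signal.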
# DRD3 agonist: activates the human D3 dopamine receptor | D3R DiscoveRx beta-arrestin cells, luminescence, 90 min | 410,000 compounds, 0.58% hits | max activation, % | AID 652048; in the data active = max activation above about 30%; also: 0% is about no effect; mostly tested at two doses, the higher about 12 µM
# Target sequence (P35462 whole entry, looked up): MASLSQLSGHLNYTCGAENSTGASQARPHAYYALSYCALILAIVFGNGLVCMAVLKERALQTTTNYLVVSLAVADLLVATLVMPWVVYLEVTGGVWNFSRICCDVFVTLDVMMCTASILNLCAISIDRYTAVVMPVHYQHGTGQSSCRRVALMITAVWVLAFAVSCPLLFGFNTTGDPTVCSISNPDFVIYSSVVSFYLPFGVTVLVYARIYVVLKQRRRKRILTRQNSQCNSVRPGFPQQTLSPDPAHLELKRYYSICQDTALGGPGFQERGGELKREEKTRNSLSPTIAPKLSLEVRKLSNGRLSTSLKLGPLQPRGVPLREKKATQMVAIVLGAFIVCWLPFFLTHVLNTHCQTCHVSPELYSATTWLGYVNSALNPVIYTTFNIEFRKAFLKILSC
#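 Agonist mode: compounds and dopamine controls were applied to plated cells for 90 min at 37 degrees C after an overnight attachment at 1500 cells/well. Luminescent read-out followed 30 - 60 minutes at room temperature with DiscoveRx detection reagent.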
# HEK293 tox: cytotoxicity in counter-screen for GLP-1R inverse agonists; HEK293 cAMP-luciferase reporter cells, luminescence, 24 h; 410,000 compounds, 0.13% hits; AID 624418; Potency, µM (top dose mostly 38.3 µM), for inactives: top-dose activity change, negative = inhibition, hits mostly inhibitors;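 also: loss of luciferase light is scored as toxicity; potency is read from the fitted curve at half-maximal effect; % is scaled to controls: 0 for no effect and ±100 for the full control effect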
#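 Seeding density was 200 cells/uL; after overnight-length (12 h) culture, 23 nL compounds went on for 24 h at 37 °C. Readout used a luciferase detection reagent, luminescence taken after 12 min at room temperature.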
# Starred values were filed as active, the others as inactive; ? = inconclusive; [ ] = dose if it differs, or a comment. Unless noted, calls follow the shape of the dose curve; as a rule, active = well fitted curve in the direction sought with a large enough effect; inconclusive = small, poorly fitted or top-dose-only effect, or another doubt; inactive = no such curve, though single readings can be large; an effect the other way counts as inactive or inconclusive. Not all compounds are listed, so the mix of outcomes need not match the whole.
# Under each structure – GLP1R inv ag | DRD3 agonist | HEK293 tox
- CCSc1nnc2c(n1)OC(c1ccc(OC)c(OC)c1)N(C(C)=O)c1ccccc1-2 (configuration not stated)
 : 16% | 6 | -13%
- Cc1ccc(C(=O)N2CCC(C)CC2)cc1NC(=O)c1nsc2ccccc12
 : ? | -10 | -16%
- CCOc1ccc(CNC(=O)c2ccc(CS(=O)c3ccccc3)o2)cc1 (configuration not stated)
 : -2% | -19 | 10%
- CCN(c1ccccc1)c1nnc(NC(=O)Nc2ccc(Br)cc2)s1
 : 11% | 2 | 1%
- COC(=O)c1cc2occc2n1Cc1ccc(F)cc1Cl
 : -12% | 4 | 0%
- CC1=C(c2ccc(C)c(C)c2)S(=O)(=O)N=C1N1CCC(C(=O)NCc2ccc(N(C)C)cc2)CC1
 : -9% | 6 | 19%
- COc1ccc2oc(=O)c(-c3csc(/C(C#N)=C/c4ccc(F)cc4)n3)cc2c1
 : 13% | 2 | -1%
- CC1CCc2c(sc3nnn(Cc4ccccc4)c(=O)c23)C1 (configuration not stated)
 : ? | -4 | 8%
- CC(=O)C1=C(c2ccc(F)cc2)N(C(C)=O)n2c(nnc2C2CCCCC2)S1
 : 6% | 8 | 1%
- Cc1cccc(N2CCN(C(=O)CCn3c(=O)c4cccn4c4cccnc43)CC2C)c1 (configuration not stated)
 : ? | 15 | -5%
- CCCCNc1nc(Oc2ccc(=O)n(-c3ccccc3)n2)nc(N(CC)CC)n1
 : 4% | 4 | 8%
- CCOc1ccccc1NC(=O)NC(CC)c1c(-n2cccc2)sc2c1CCN(C)C2 (configuration not stated)
 : -14% | -1 | 3%
- Cc1ccc(CCNC(=O)c2ccc(NC(=O)N3CCSc4ccccc43)cc2)cc1
 : -5% | -2 | -2%
- CCc1ccc(N2CCn3c2nc2c3c(=O)n(Cc3ccc(F)cc3)c(=O)n2C)cc1
 : 2% | 11 | -13%
- CCc1ccc(NC(=O)c2sc3nc(C)c(C(=O)Nc4ccc(C)cc4C)c(-c4ccco4)c3c2N)cc1
 : 9% | -1 | 47%[activator]
- Cc1ccc(C)c(NC(=O)Cn2c(=O)oc3cc(S(=O)(=O)NCc4ccccc4)ccc32)c1
 : -28% | 2 | -11%
- Cc1ccc(-n2ncc(C(=O)N(C)Cc3ccccc3)c2-n2cccc2)cc1
 : ? | 0 | 6%
- COCCCNC(=O)c1c(NC(=O)Cc2coc3cc(C)ccc23)sc2c1CCCC2
 : ? | 5 | -3%
- O=C(c1ccccc1)c1ccc2nc(N3CCN(c4ccccc4)CC3)c3nncn3c2c1
 : 8% | 4 | 0%
- CC1CCC(N2CC(=O)N(CCC3=CCCCC3)C(c3ccc(F)cc3)C2=O)CC1 (configuration not stated)
 : -10% | -11 | -9%
- O=C(c1ccc(Cl)cc1)N1CCN(CCc2ccncc2)CC1
 : ? | -39 | -1%
- COc1cccc(CCNC(=O)c2cnc3sc(N4CCOCC4)nn3c2=O)c1
 : 16% | -7 | 2%
- COc1ccccc1CNC(=O)C(NS(=O)(=O)c1ccc2c(c1)CCN2C(C)=O)C(C)C (configuration not stated)
 : -2% | 5 | 1%
- Cc1c(C(=O)Nc2ccccc2)sc2nc(-c3cc4ccccc4oc3=O)[nH]c(=O)c12
 : 7% | -6 | 1%
- O=C(NCCc1ccc(Cl)cc1)c1ccc2c(c1)nc1n2CCOC1
 : 8% | 4 | -10%
- COc1cc(C(=O)Nc2ccc3oc(-c4ccccc4)nc3c2)cc(OC)c1OC
 : ? | 8 | ?
- CN(C)c1ccc(NC(=O)CSc2nc3ccsc3c(=O)n2CCCCCC(=O)O)cc1
 : 8% | 0 | -6%
- Cc1ccc(Cn2ccnc2SCC(=O)Nc2ccc3c(c2)OCO3)cc1
 : -8% | -3 | -13%
- CCOc1ccc(NC(=O)CCc2c(C)nc3cc(-c4ccc(Cl)cc4)nn3c2C)cc1
 : 30% | -14 | 1%
- CCCOc1cccc(C2c3c(oc4ccccc4c3=O)C(=O)N2c2nncs2)c1 (configuration not stated)
 : 6% | 56* | 1%
- CC1=C(C(N)=O)C(c2ccc(F)cc2)n2nc(-c3ccccc3Cl)nc2N1 (configuration not stated)
 : 3% | -7 | -1%
- CCOC(=O)c1c(C)[nH]c(C)c1S(=O)(=O)N(C)CC(=O)Nc1cccc(C(F)(F)F)c1
 : -10% | 1 | -7%
- O=C(CSc1nc2cc3ccccc3cc2[nH]1)Nc1cccc(C(F)(F)F)c1
 : ? | -15 | 0%
- COc1cccc(C(=O)Nc2ccc3nc(SCCOc4ccccc4)sc3c2)c1
 : -6% | 1 | -6%
- O=C(C1CCN(S(=O)(=O)Cc2ccccc2)CC1)N1CCN(c2cccc(Cl)c2)CC1
 : 10% | 13 | -7%
- CCCS(=O)(=O)c1ncc(Cl)c(C(=O)Nc2c(C(=O)Nc3ccccc3)oc3ccccc23)n1
 : 4% | -26 | 1%
- COc1ccccc1CN1CCC(CNC(=O)c2cnn(-c3cccc(Cl)c3)c2C2CCN(C(=O)OC(C)(C)C)CC2)CC1
 : -2% | -16 | 1%
- COc1ccc(N2CCN(Cc3nc4c(c(=O)[nH]c(=O)n4C)n3CC(C)C)CC2)cc1
 : 4% | -15 | -2%
- COc1ccccc1-c1nnc(C2CCN(C(=O)c3ccc(Cl)cc3)CC2)o1
 : 7% | -2 | -2%
- CCOc1ccccc1CNC(=O)c1sc2ncccc2c1-n1cccc1
 : 23% | -1 | 3%

# The list continues:
compound	GLP1R inv ag	DRD3 agonist	HEK293 tox
Cn1c(Oc2ccccc2)nc2c1c(=O)n(Cc1ccc(Cl)cc1Cl)c(=O)n2C	0%	-9	0%
CCOc1ccc(NC(=O)CSc2nnc3scc(-c4ccccc4)n23)cc1	-2%	1	-2%
Cc1cccc(Nc2nc(Nc3cccc(C)c3)nc(N3CCOCC3)n2)c1	4.5µM*	-9	1%
CCc1nn(CC(=O)NCc2ccc(OC)cc2OC)c(=O)c2cc3c(OC)cccc3n12	-14%	14	4%
COc1ccc(CCN2C(=O)c3oc4cc(C)cc(C)c4c(=O)c3C2c2ccc(F)cc2)cc1OC (configuration not stated)	8%	-5	0%
Cc1ccc(Nc2nnc(-c3ccc(C)c(S(=O)(=O)N4CCOCC4)c3)c3ccccc23)cc1	3%	-15	10%
CCOC(=O)c1c(NC(=O)c2ccc(C)c(C)c2)sc2c1CCCCC2	0%	-13	-1%
Cc1ccc(CSc2nc3cccnc3n2Cc2ccc(C(=O)NCc3ccco3)cc2)cc1	4%	4	0%

# Entries above that have a CF3 group (two):
compound	GLP1R inv ag	DRD3 agonist	HEK293 tox
CCOC(=O)c1c(C)[nH]c(C)c1S(=O)(=O)N(C)CC(=O)Nc1cccc(C(F)(F)F)c1	-10%	1	-7%
O=C(CSc1nc2cc3ccccc3cc2[nH]1)Nc1cccc(C(F)(F)F)c1	?	-15	0%

# (more compounds)
compound	GLP1R inv ag	DRD3 agonist	HEK293 tox
Cc1ccc(Cl)cc1-n1c(CCC(=O)O)ccc1-c1cccs1	-21%	0	2%
CC1Cn2c(C(=O)NCc3cccc(Br)c3)cc3cccc(c32)S1 (configuration not stated)	?	8	1%
Cc1c(Cl)cccc1NC(=O)CSc1nc(=O)n(Cc2ccncc2)c2c1CCC2	15%	-4	6%
COc1ccc(-n2ncc(C(=O)NCc3cccs3)c2C2CCN(C(=O)OC(C)(C)C)CC2)cc1	?	7	-1%
COc1ccc(-c2nnc(SCC(=O)NCCc3ccccc3)nc2-c2ccc(OC)cc2)cc1	-1%	1	6%
O=C(CSc1nnc(-c2ccc(F)cc2)o1)N1CCCc2ccccc21	?	3	-5%
CCOC(=O)c1c(C)n(-c2ccccc2)c2ccc(OC(=O)c3cccc(Cl)c3)cc12	2%	-1	7%
CCOc1ccc(CNC(=O)c2ccc3nc(CC)c(CC)nc3c2)cc1	27%	1	4%

# Just DRD3 agonist (four entries from above):
SMILES	DRD3 agonist
O=C(CSc1nnc(-c2ccc(F)cc2)o1)N1CCCc2ccccc21	3
CCOc1ccc(CNC(=O)c2ccc3nc(CC)c(CC)nc3c2)cc1	1
Cc1ccc(Cl)cc1-n1c(CCC(=O)O)ccc1-c1cccs1	0
Cc1c(Cl)cccc1NC(=O)CSc1nc(=O)n(Cc2ccncc2)c2c1CCC2	-4

# (next part)
compound	GLP1R inv ag	DRD3 agonist	HEK293 tox
Cc1ccccc1Nc1c(-c2ccc(Cl)s2)nc2cccc(C)n12	-11%	-5	-12%
COc1ccc(OC)c(CCNc2ncnc3onc(C)c23)c1	-5%	-12	2%
O=C(Cn1nc(N2CCN(c3ccccc3)CC2)ccc1=O)NCc1ccccc1F	-7%	1	2%
Cc1cccn2c(=O)c3cc(C(=O)NCc4cccnc4)c(=N)n(CCCO)c3nc12	2%	5	205%[activator]
Cc1ccc2sc(N3CCN(C(=O)CCS(=O)(=O)c4ccc(Cl)cc4)CC3)nc2c1C	11%	4	5%
Cc1ccc(NS(=O)(=O)c2cnc(N)nc2)c(C)c1	7%	-2	2%
CCN1CCc2c(sc(-n3cccc3)c2C(C)NC(=O)Nc2cc(Cl)c(OC)cc2OC)C1 (configuration not stated)	3%	-21	-5%
Cc1ccc(CNC(=O)c2ccc(CSCc3ccc(C)cc3)o2)cc1	?	7	1%
COc1ccc(-c2noc(CCC(=O)Nc3cccc(C)c3C)n2)cc1OC	10%	-10	4%
CCNC(=O)c1c(NC(=O)c2cc(=O)c3ccc(C)c(C)c3o2)sc2c1CCCC2	-4%	-5	1%
Cc1cccc(N2CCn3c2nc2c3c(=O)n(CCc3ccccc3)c(=O)n2C)c1	1%	12	0%
CCOC(=O)C1CCN(c2c(C(=O)c3ccc(OC)cc3)cnc3ccccc23)CC1	-27%	-13	2%
CCOc1ccc(CNC(=O)c2cc3ccccn3n2)cc1OC	10%	-17	1%
CCCc1nnc(NC(=O)c2cc(=O)c3cc(Cl)ccc3o2)s1	15%	8	-8%
CCC(=O)N1CCc2cc(CNS(=O)(=O)c3cc(OC)ccc3OC)ccc21	0%	-2	18%
Cc1ccc(-n2c(SCC(=O)NCc3ccccc3)nc3c([nH]c4ccccc43)c2=O)cc1	2%	-6	-7%
CCN1CCN(C(c2ccccc2)c2c(O)cc(C)n(Cc3ccco3)c2=O)CC1 (configuration not stated)	-24%	7	5%
COc1ccc(-c2nc3cc(NC(=O)COc4ccccc4C)ccc3o2)cc1	11%	11	3%
CC(C)OCCCNC(=O)CCCn1c(SCC(=O)c2ccc(Br)cc2)nc2c(sc3ccccc32)c1=O	8%	-4	4%
COc1cc(OC)c(NC(=O)CCS(=O)(=O)c2ccc3c(c2)oc(=O)n3C)cc1Cl	2%	14	-9%
CCN(C(=O)Cn1nc(Cc2ccncc2)c2ccccc2c1=O)c1cccc(Cl)c1	2%	9	-3%
O=C(COc1ccccc1F)Nc1ccc2nc(SCCOc3ccccc3)sc2c1	-21%	-2	-11%
COc1ccc(OCC(=O)NC(Cc2c[nH]c3ccccc23)C(=O)O)cc1 (configuration not stated)	2%	2	5%
CCCCc1nn2c(=O)cc(COC(=O)c3ccccc3NC(=O)c3ccccc3OC)nc2s1	11%	-1	11%
COc1ccc(-c2cn3c(n2)sc2cc(C(=O)NCCCN4CCCCCC4)ccc23)cc1	?	-15	-4%
COc1ccc(-c2cc3c(=O)n(CC(=O)Nc4ccc(Br)c(C)c4)ccn3n2)cc1OC	5%	-12	0%
O=C1CC(c2nc(-c3ccccc3)no2)CN1c1ccccc1 (configuration not stated)	-10%	4	12%
Cc1cccc(C(=O)Nc2ccc(N3CCC(N4CCCCC4)CC3)c(C(=O)O)c2)c1	-4%	1	-3%
Cc1ccc(-c2nc3ccccn3c2Nc2c(C)cccc2C)o1	?	4	-15%
Cc1cccc(OCCn2c(-c3ccc(Cl)cc3)nc3ccccc3c2=O)c1C	5%	3	-11%
O=C(Nc1cccc(C(F)(F)F)c1)c1cc(-c2ccc(Cl)cc2)on1	-4%	-5	2%
CC1CCN(c2nc3ccccc3nc2C(F)(F)F)CC1	7%	1	0%
COc1ccc(-c2nc(CSCC(=O)N3CCN(c4cccc(C)c4C)CC3)c(C)o2)cc1OC	10µM*	5	-14%
Cc1nc(SCCOc2ccc(Cl)cc2)[nH]c(=O)c1Cc1ccccc1	11%	1	0%
CCc1ccc(CN(Cc2ccco2)C(=O)c2cc(-c3ccc(Cl)cc3)on2)cc1	12%	-14	0%
O=S(=O)(c1ccc(Cl)cc1)c1nnn2c1nc(NC1CCCCC1)c1sccc12	29%	6	12%
CCN(c1cccc(C)c1)C(CNS(=O)(=O)c1ccccc1)c1ccccc1 (configuration not stated)	?	-3	-3%
COc1cc(CN(CC2CCCO2)C(=O)c2ccc(F)cc2)cc(OC)c1OC (configuration not stated)	2%	0	3%
Cc1cccc(CC(=O)NCCc2sc3nc(-c4ccc(F)cc4)nn3c2C)c1	9%	0	2%
CCOc1cc2sc(N3CCC(C(=O)Nc4ccc(C)cc4C)CC3)nc2cc1Br	56%[activator]	7	6%
